# From PubChem
# NFkB transloc inh: inhibitors of IL-1B driven NFkB p65 nuclear import, primary screen, imaging, HUVEC, IL-1B stimulus, high-content imaging. HUVEC IL-1B NFkB p65 nuclear translocation imaging. inhibition, % at 2 µM. AID 796, 2007. actives 0.43% (n = 94,000);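 active = inhibition above about 30% together with a positive call from visual inspection of the well image, limit read from the data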;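 also: nuclear over cytoplasmic p65 intensity ratio measured by imaging; 0% = IL-1B stimulated DMSO wells and 100% = unstimulated DMSO wells; values of inactives mirror those of a sister screen read the other way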
# PLAP inhibition: PLAP enzyme inhibitors, biochemical, luminescence, HTS (AID 690). Alkaline phosphatase, placental type (Homo sapiens). purified PLAP, luminescent substrate; higher % means a stronger effect. one-dose inhibition, % at 20 µM; IC50 in µM for titrated hits. actives 0.08% (n = 96,000); in the data active = a potency from the dose series; inactive = the rest, 99 in 100 with inhibition below about 30%; also: strong numbers were not always called active
# MRP reversal: reversal of MRP1-mediated doxorubicin resistance, primary screen, H69AR cells, doxorubicin co-treatment; H69AR cells + 2 uM doxorubicin, CellTiter-Glo, 72 h; actives 0.04% (n = 85,000); differential viability (reversal), % at 10 µM;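 active = viability drop by adding the cancer drug above about 55%, with treated viability meeting a 40% cutoff, limit read from the data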;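 also: viability without doxorubicin minus viability with 2 µM doxorubicin for each compound; larger differential means the compound sensitizes cells more to doxorubicin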
# Bcl-B displacement: displacers of TR3 peptide from Bcl-B, primary screen, selectivity assay for Bfl-1 inhibitor project, biochemical, fluorescence polarization | actives 0.11% (n = 96,000) | one-dose displacement, % at 20 µM; IC50 in µM for titrated hits | AID 748, 2007 | Bcl-2-like protein 10 (Homo sapiens) | FP displacement of FITC-TR3 peptide from Bcl-B; higher % means a stronger effect;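 active = displacement above 50% at 20 µM plus a fluorescence interference ratio under 1.5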;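 also: plate controls were wells without compound for no effect and wells lacking Bcl-B protein for full effect; a part of the inactive calls stands beside numbers as strong as those of hits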
# NFkB transloc pot: enhancers of NFkB p65 translocation in HUVEC – imaging, IL-1B stimulus, high-content imaging, primary screen. HUVEC IL-1B NFkB p65 nuclear translocation imaging. activation, % at 2 µM. actives 0.3% (n = 94,000). AID 819, 2007;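 active = activation above 40%, about the mean plus 3 SD, also judged a hit on visual image review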;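 also: percent activation is computed from the nuclear over cytoplasmic p65 intensity ratio; values of inactives mirror those of a sister screen read the other way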
# MRP reversal cytotoxicity: further read-out of MRP reversal, marked with its call; viability, %; H69AR cells, CellTiter-Glo, 72 h; measured here: cytotoxicity without doxorubicin
# MRP reversal with doxorubicin: recorded beside MRP reversal, whose call it bears; viability, %; measured here: viability with 2 uM doxorubicin; hits give low values
# NFkB transloc inh cell count 2 µM: recorded beside NFkB transloc inh, whose call it bears; cell count; measured here: cells passing quality filter;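 raw number of nuclei counted in each imaged well without normalization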
# NFkB transloc pot cell count 2 µM: second read-out of NFkB transloc pot, no call of its own (marks repeat the call); cell count; measured here: cells passing quality filter
# * = called active by the depositor; . = not tested or not shown.
SMILES,NFkB transloc inh,NFkB transloc inh cell count 2 µM,PLAP inhibition,MRP reversal,MRP reversal cytotoxicity,MRP reversal with doxorubicin,Bcl-B displacement,NFkB transloc pot,NFkB transloc pot cell count 2 µM
O=C(NCCN1CCN(c2ccccc2F)CC1)c1cccn2c(=O)c3ccccc3nc12,-28,124,6%,-6,42,48,1%,28,124
Fc1ccc(Cn2c(SCc3ccc(F)c(C(F)(F)F)c3)nnc2C(F)(F)F)cc1,-7,152,22%,.,.,.,-18%,7,152
O=C(Nc1cccc([N+](=O)[O-])c1)c1ccc(CSc2ccccc2)cc1,-3,173,4%,.,.,.,6%,3,173
CCCCn1nnc(NC(=O)c2sc3cc(Cl)ccc3c2Cl)n1,-15,150,-1%,-2,61,64,-3%,15,150
CC1=CC(C)(C)N(C(=O)CSc2nnc(C)s2)c2ccc(C)cc21,2,144,-1%,.,.,.,5%,-2,144
COc1ccc(N=c2oc3cc(O)ccc3cc2C(=O)NCC2CCCO2)cc1 (stereo not given),9,134,7%,-15,79,94,-12%,-9,134
O=C(NCCC1=CCCCC1)C1CCCN(S(=O)(=O)c2cccc3cccnc23)C1 (stereo not given),6,187,-54%,-3,79,83,-3%,-6,187
O=C(CSc1nnnn1Cc1ccccc1)NCC(=O)c1ccccc1,-29,131,21%,13,96,83,2%,29,131
c1ccc(Cn2ccnc2SCc2nnc(-c3ccccc3)o2)cc1,10,68,-4%,24,93,68,-8%,-10,68
CCOC(=O)CCCc1c[nH]c2ccccc12,-7,154,-18%,-5,93,99,3%,7,154
CCn1c(-c2ccccc2)c(C(=O)O)c2ccccc21,-16,72,0%,.,.,.,-7%,16,72
CSc1ccc(-c2nnn(Cc3ccccn3)n2)cc1,-11,137,-4%,16,102,86,-6%,11,137
O=C(O)C1CC=CCC1C(=O)Nc1cccc(Cl)c1Cl (stereo not given),7,80,7%,-13,96,109,-16%,-7,80
Nn1c(COc2ccccc2)nnc1SCC(=O)O,-5,148,1%,-4,91,96,-11%,5,148
C=CCn1c(Cc2ccc(OC)cc2)nnc1SCC(=O)c1cccc([N+](=O)[O-])c1,-11,85,-8%,.,.,.,0%,11,85
Cc1ccccc1-n1c(SCC(=O)N2CCN(c3ccccc3)CC2)nnc1-c1ccncc1,.,.,-50%,-36,40,76,1%,.,.
COc1ccc(OC)c(S(=O)(=O)N(C)CC(=O)Nc2cc(Cl)ccc2OC)c1,0,167,.,15,83,68,.,0,167
CCOC(=O)c1ccc(NC(=O)NCc2ccncc2)cc1,9,79,-33%,17,100,83,-5%,-9,79
O=C(c1ccccc1-c1ccccc1)N1CCCC1,-3,139,-2%,18,119,101,-5%,3,139
CCn1ncc(Cl)c1C(=O)Nc1cc(Cl)ccc1Cl,-5,101,-18%,-16,75,90,-3%,5,101
Cn1c(N2CCC(C(N)=O)CC2)nc2c1c(=O)n(Cc1cccc(Br)c1)c(=O)n2C,29,82,-30%,38,86,48,1%,-29,82
CCOC(=O)c1[nH]c2ccccc2c1N=CN(C)C,13,96,.,6,91,85,.,-13,96
CCc1ccc(N2CCCn3c2nc2c3c(=O)n(CCN3CCOCC3)c(=O)n2C)cc1,.,.,-58%,.,.,.,7%,.,.
COc1ccc(C(C#N)N2CCOCC2)cc1 (stereo not given),-8,146,.,-3,83,86,.,8,146
CCn1c2ccccc2c2nc3cc(OC)c(OC)cc3nc21,5,212,10%,.,.,.,26%,-5,212
# Later entries
SMILES,NFkB transloc inh,NFkB transloc inh cell count 2 µM,PLAP inhibition,MRP reversal,MRP reversal cytotoxicity,MRP reversal with doxorubicin,Bcl-B displacement,NFkB transloc pot,NFkB transloc pot cell count 2 µM
COc1ccc(C(C#N)C2(C)OCCO2)cc1OC (stereo not given),-1,96,-15%,-7,87,94,-3%,4,96
Cn1c(OCc2ccco2)nc2c1c(=O)n(Cc1ccc(Cl)c(Cl)c1)c(=O)n2C,5,106,-34%,11,74,63,-9%,-5,106
O=c1c(Cl)c(N2CCCCC2)cnn1-c1nc2ccccc2[nH]1,4,168,-44%,-13,44,57,0%,-4,168
CCOC(=O)C1=C(C)N=c2sc(=C(C)C)c(=O)n2C1c1ccc(N(C)C)cc1 (stereo not given),2,126,.,12,92,81,.,-2,126
Cc1cc(-n2nc(C)cc2C)nc(NS(=O)(=O)c2ccccc2)n1,.,.,-28%,6,98,92,-5%,.,.
O=C(NCCC(=O)N1CCN(c2ncccn2)CC1)c1ccccc1Cl,5,159,5%,.,.,.,5%,-5,159
Cc1[nH]c2ccccc2c1Cc1nnc(SCCC#N)o1,2,127,.,10,96,86,.,-2,127
COC(=O)C(CC(=O)c1ccc(Cl)cc1)c1ccc(C)cc1 (stereo not given),-20,152,.,.,.,.,.,20,152
CCN(c1cccc(C(F)(F)F)c1)S(=O)(=O)c1ccc2c(c1)CCN2C(=O)C1CC1,0,185,-16%,-9,63,71,1%,0,185
c1ccc(C2(c3ccccc3)OCC(Cn3cncn3)O2)cc1 (stereo not given),-1,129,9%,-10,90,100,-1%,1,129
O=C(COc1ccc(Cl)cc1Cl)NCc1ccco1,0,143,8%,15,98,83,-2%,0,143
O=C(c1cnn2c(C(F)F)cc(C3CC3)nc12)N1CCc2ccccc2C1,2,179,-16%,-6,71,77,-9%,-2,179
Cc1cc(OCC(=O)NCCCN(C)C)cc(C)c1Br,-16,75,-87%,6,80,74,-1%,19,75
Cc1ccc(OCC(=O)Nc2cccc(C)n2)c(C)c1,4,86,5%,22,104,83,-4%,-4,86
Cc1c(C(=O)NCc2cccnc2)oc2c1C(=O)CC(C)(C)C2,-12,151,-34%,8,99,91,8%,12,151
O=C(COc1cccc(Oc2ccccc2)c1)Nc1ccc(SC(F)F)cc1,-30,183,47%,.,.,.,-7%,30,183
CCC(=O)N1CCc2cc(S(=O)(=O)CCC(=O)NCc3ccc4c(c3)OCO4)ccc21,2,178,10%,11,106,95,-1%,-2,178
CCCCn1c(SCc2nc(N)nc(Nc3ccccc3C)n2)nc2ccccc2c1=O,3,166,-49%,-16,64,80,-122%,-3,166
Cc1cc(C)c(NC(=O)CN2CCN3CCCC3C2)c(C)c1 (stereo not given),7,149,-35%,.,.,.,-3%,-7,149
CCC(C)(C)NC(=O)C(c1ccccc1F)N(Cc1ccco1)C(=O)Cn1nnc2ccccc21 (stereo not given),5,185,-27%,2,81,79,-5%,-5,185
C=CCSc1nc(N)c(C(=O)Nc2ccccc2OC)cc1C(=O)Nc1ccccc1,0,204,21%,-4,65,69,-16%,0,204
COC(=O)c1cc(Br)c(=O)n(Cc2ccco2)c1,-5,128,-6%,-3,88,92,-4%,5,128
CCC1CCc2c(sc(NC(=O)c3ccoc3C)c2C(N)=O)C1 (stereo not given),9,98,-3%,-34,35,68,-10%,-9,98
Cc1cc(C)n(-c2nc(NCc3cccnc3)c3c4c(sc3n2)COC(C)(C)C4)n1,13,96,-56%,0,61,61,12%,-13,96
CN(CC(=O)Nc1ccccc1Cl)C(=O)COC(=O)CNC(=O)c1ccc(Br)o1,4,165,.,0,94,94,.,-4,165

# Ordered by formula weight (ascending): 3 of the compounds above.
SMILES,NFkB transloc inh,NFkB transloc inh cell count 2 µM,PLAP inhibition,MRP reversal,MRP reversal cytotoxicity,MRP reversal with doxorubicin,Bcl-B displacement,NFkB transloc pot,NFkB transloc pot cell count 2 µM
COc1ccc(C(C#N)C2(C)OCCO2)cc1OC (stereo not given),-1,96,-15%,-7,87,94,-3%,4,96
Cc1cc(-n2nc(C)cc2C)nc(NS(=O)(=O)c2ccccc2)n1,.,.,-28%,6,98,92,-5%,.,.
CCC(C)(C)NC(=O)C(c1ccccc1F)N(Cc1ccco1)C(=O)Cn1nnc2ccccc21 (stereo not given),5,185,-27%,2,81,79,-5%,-5,185

# The listing continues.
SMILES,NFkB transloc inh,NFkB transloc inh cell count 2 µM,PLAP inhibition,MRP reversal,MRP reversal cytotoxicity,MRP reversal with doxorubicin,Bcl-B displacement,NFkB transloc pot,NFkB transloc pot cell count 2 µM
N#CCCN1CCN(S(=O)(=O)c2ccc(S(=O)(=O)NC3CCCC3)cc2)CC1,-12,54,4%,5,98,94,5%,12,54
COc1ccc(-c2nc3ccccn3c2NCc2ccc3c(c2)OCO3)cc1,2,101,.,8,64,56,.,-2,101
C/C(CC1(O)C(=O)N(Cc2ccccc2)c2ccccc21)=N\O (stereo not given),-11,160,0%,13,96,83,-1%,11,160
O=c1n(Cc2ccccc2)c2cc(Cl)cnc2n1Cc1ccccc1,-14,127,4%,3,87,83,-3%,14,127
Cc1cc2oc(=O)cc(CSc3nc(N)cc(N)n3)c2cc1C,3,163,0%,.,.,.,-2%,-3,163
O=C(NCC1CCCC(CNC(=O)N2CCc3ccccc32)C1)N1CCc2ccccc21 (stereo not given),9,152,-83%,.,.,.,-59%,-9,152
CN(C1CCCCC1)S(=O)(=O)c1ccc2c(c1)c(=O)c(C(=O)NCCN1CCCC1)cn2C,.,.,-58%,14,91,78,-10%,.,.
N=c1sc2ccccc2n1-c1ccccc1,1,142,14%,-58,31,88,-9%,-1,142
COc1cc2c(=O)n(-c3ccc(C)cc3)c(=O)n(CC(=O)c3ccc4c(c3)OCO4)c2cc1OC,.,.,0%,-27,55,81,-3%,.,.
COCCn1c(SCC(=O)Nc2nnc(C)s2)nnc1-c1c[nH]c2ccccc12,-7,179,-26%,-3,96,99,-5%,7,179
Nc1nonc1C(=O)NCCNCc1c(OCc2ccccc2F)ccc2ccccc12,2,175,41%,-17,12,28,-8%,-3,175
CCOc1ccc(C(=O)Nc2cc(C)on2)cc1,-8,153,12%,-51,36,87,4%,8,153
COc1ccccc1NS(=O)(=O)N(C)C,.,.,21%,21,104,83,-8%,.,.
O=C(Nc1nc2ccc(S(=O)(=O)N3CCCCC3)cc2s1)c1ccncc1,0,130,-65%,-11,84,95,-4%,0,130

# Among those listed so far, these have a Cl atom.
SMILES,NFkB transloc inh,NFkB transloc inh cell count 2 µM,PLAP inhibition,MRP reversal,MRP reversal cytotoxicity,MRP reversal with doxorubicin,Bcl-B displacement,NFkB transloc pot,NFkB transloc pot cell count 2 µM
CCCCn1nnc(NC(=O)c2sc3cc(Cl)ccc3c2Cl)n1,-15,150,-1%,-2,61,64,-3%,15,150
O=C(O)C1CC=CCC1C(=O)Nc1cccc(Cl)c1Cl (stereo not given),7,80,7%,-13,96,109,-16%,-7,80
COc1ccc(OC)c(S(=O)(=O)N(C)CC(=O)Nc2cc(Cl)ccc2OC)c1,0,167,.,15,83,68,.,0,167
CCn1ncc(Cl)c1C(=O)Nc1cc(Cl)ccc1Cl,-5,101,-18%,-16,75,90,-3%,5,101
Cn1c(OCc2ccco2)nc2c1c(=O)n(Cc1ccc(Cl)c(Cl)c1)c(=O)n2C,5,106,-34%,11,74,63,-9%,-5,106
O=c1c(Cl)c(N2CCCCC2)cnn1-c1nc2ccccc2[nH]1,4,168,-44%,-13,44,57,0%,-4,168
O=C(NCCC(=O)N1CCN(c2ncccn2)CC1)c1ccccc1Cl,5,159,5%,.,.,.,5%,-5,159
COC(=O)C(CC(=O)c1ccc(Cl)cc1)c1ccc(C)cc1 (stereo not given),-20,152,.,.,.,.,.,20,152
O=C(COc1ccc(Cl)cc1Cl)NCc1ccco1,0,143,8%,15,98,83,-2%,0,143
CN(CC(=O)Nc1ccccc1Cl)C(=O)COC(=O)CNC(=O)c1ccc(Br)o1,4,165,.,0,94,94,.,-4,165
O=c1n(Cc2ccccc2)c2cc(Cl)cnc2n1Cc1ccccc1,-14,127,4%,3,87,83,-3%,14,127

# A portion of the library. The share of hits here may be higher or lower than overall.
